Bioassay records deposited in PubChem BioAssay by several laboratories.
PDI inh: blocks human protein disulfide isomerase activity | PDI insulin aggregation turbidity, A650, 90 min | inhibition, % at 10 µM | 0.052% of 350,000 active | AID 588391;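 active = mean inhibition across replicates of 30% or more, whatever share of single replicates reach that level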;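 note: absorbance from insulin aggregation driven by PDI reduction with DTT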
Target sequence (P07237 whole entry, looked up): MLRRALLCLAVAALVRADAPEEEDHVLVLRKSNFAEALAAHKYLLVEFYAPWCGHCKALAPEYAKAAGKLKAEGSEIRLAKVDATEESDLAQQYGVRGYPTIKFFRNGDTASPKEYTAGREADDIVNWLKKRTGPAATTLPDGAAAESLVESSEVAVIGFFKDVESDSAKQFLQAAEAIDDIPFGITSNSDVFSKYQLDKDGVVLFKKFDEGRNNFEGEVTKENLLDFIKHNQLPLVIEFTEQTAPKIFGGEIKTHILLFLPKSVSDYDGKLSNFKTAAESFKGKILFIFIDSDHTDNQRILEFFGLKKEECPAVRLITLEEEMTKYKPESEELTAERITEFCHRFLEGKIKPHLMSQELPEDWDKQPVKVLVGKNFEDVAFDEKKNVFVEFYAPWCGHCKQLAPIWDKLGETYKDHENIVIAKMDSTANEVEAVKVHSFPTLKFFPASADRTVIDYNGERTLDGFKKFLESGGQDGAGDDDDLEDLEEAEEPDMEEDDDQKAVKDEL
Cardio protect: modulators protecting cardiomyocytes from myocardial damage. 0.63% of 360,000 active. protection from H2O2 cell death, % at 20 µM. H9c2 cardiomyocytes, H2O2 injury protection, ATPLite, 2 h;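 active = compounds giving at least 50% protection of heart cells from peroxide-induced death in the single-dose screen, raw or plate-pattern-corrected value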;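 note: 0% = DMSO wells with peroxide and 100% = DMSO wells without peroxide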
Peg3 promoter: Peg3 promoter activity inhibition | HeLa PEG-Prom luciferase reporter, luminescence, overnight | inhibition, % at 20 µM | 1.7% of 360,000 active | AID 588405;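 active = inhibition of at least 50% at 20 µM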
CaV13 ICDI inh: Primary screen for inhibitors of IQ motif and Ca2+-dependent inactivation inhibitor domain binding in CACNA1D, Förster resonance energy transfer in living cells, …; HEK cells, CFP/YFP FRET ICDI-IQ, plate reader, 10 min; percent FRET-ratio fall versus neutral wells; inhibition, % at 12.3 µM; 0.098% of 340,000 active; AID 743397;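 active = mean replicate inhibition of at least 30% and at least 1% of replicates passing that level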;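 note: 0% = median of the neutral control wells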
NR2E3 ag-1: human photoreceptor-specific nuclear receptor agonism. 0.35% of 360,000 active. Q9Y5X4. CHO-S Gal4-NCOR/VP16-NR2E3 two-hybrid, luciferase. inhibition of corepressor binding, % at 3.98 µM. AID 602229;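 active = inhibition above the mean of all tested compounds plus 3 SD, cut at about 70% in these data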;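 note: 0% = DMSO with NR2E3 transfected cells and 100% = cells lacking NR2E3 construct; higher means lower luciferase signal from less NR2E3 corepressor binding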
Target sequence (Q9Y5X4 whole entry, looked up, the tested form may be a part): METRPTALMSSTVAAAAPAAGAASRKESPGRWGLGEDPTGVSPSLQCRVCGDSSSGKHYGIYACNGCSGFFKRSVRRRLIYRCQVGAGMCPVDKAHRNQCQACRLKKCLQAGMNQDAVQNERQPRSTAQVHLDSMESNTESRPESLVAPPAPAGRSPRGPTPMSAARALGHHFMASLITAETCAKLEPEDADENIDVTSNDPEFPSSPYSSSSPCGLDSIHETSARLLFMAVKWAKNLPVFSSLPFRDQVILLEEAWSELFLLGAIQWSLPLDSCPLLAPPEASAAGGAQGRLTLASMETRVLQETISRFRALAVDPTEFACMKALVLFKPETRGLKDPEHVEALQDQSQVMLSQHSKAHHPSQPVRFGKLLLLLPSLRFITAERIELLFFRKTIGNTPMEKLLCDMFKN
HIF-2a inh: HIF-2a inhibition; 0.72% of 360,000 active; 786-0 RCC cells HIF-2a reporter, luciferase luminescence, overnight; inhibition, % at 18.8 µM; AID 624352;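 active = inhibition of the luminescence signal of 40% or more relative to plate controls, in a single-dose primary screen at 18.75 µM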
Shn3 3UTR inh: inhibitors of Schnurri-3 3'UTR reporter in osteoblasts | AID 588674 | 0.52% of 360,000 active | inhibition, % at 12.5 µM | Clone20 osteoblast Shn3 3'UTR firefly luciferase, 24 h;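 active = mean inhibition of at least 75% with every replicate also reaching 75%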;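 note: 0% = median of neutral control wells and 100% = pilot-screen positive control compound; some compounds past the cut are filed as inactive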
NR2E3 ag-2: activates human photoreceptor nuclear receptor NR2E3. Q9Y5X4. GST-NR2E3/biotin-RetCOR TR-FRET, 1536-well. inhibition of corepressor binding, % at 4.78 µM. 0.12% of 320,000 active. AID 2300;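 active = percent inhibition above the cutoff of mean plus 3 SD of all tested compounds, set per screening campaign, cut at about 20% in these data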;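 note: 0% = DMSO wells and 100% = biotin wells as full block of FRET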
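System: GST-NR2E3 and biotin-RetCOR proteins; probe or stimulus: 7 nM biotin-RetCOR; doses: compound at 4.8 µM, single dose; schedule: Compound–protein incubation for 5 h at 4 °C; detection: time-resolved FRET; read-out: percent inhibition; controls: biotin wells as high control, 0.6% DMSO wells as low control; format: 1536-well plates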
HTR2A ag: agonists of mouse serotonin 5-HT2A receptor (HTR2A). P35363. CHO-K1 mHTR2A beta-arrestin complementation, luminescence; percent of 30 µM serotonin response. activation, % at 7.6 µM. 0.66% of 360,000 active;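 active = activation above a run cutoff, the mean activation of all tested compounds plus 3 SD, cut at about 14% in these data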;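 note: 0% = plate median of compound wells and 100% = 30 µM serotonin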
TRPM1 prom inh: reduces MITF-dependent TRPM1 promoter luciferase signal; SK-MEL-5 TRPM1 promoter luciferase, 24 h; inhibition, % at 12.5 µM; 0.83% of 330,000 active; AID 488899;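 active = mean inhibition across replicates of 60% or more, whatever share of single replicates reaches that level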; note: values of inactives mirror those of a sister screen read the other way
hiPSC survival: hiPSC single-cell survival enhancement; 0.044% of 360,000 active; ATPlite luminescence; 100% = ROCK inhibitor wells, 0% = DMSO; survival enhancement, % at 20 µM; in the data active = survival enhancement above about 18%;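 note: cells exposed to compounds for 16 hours before the ATP read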
An asterisk follows results filed as active.

`C(#CCN1CCC(Cc2ccccc2)CC1)COCCOCc1ccccc1` gave PDI inh -2, Cardio protect -12, Peg3 promoter 10, CaV13 ICDI inh -2, NR2E3 ag-1 1, HIF-2a inh 15, Shn3 3UTR inh -7, NR2E3 ag-2 -7, HTR2A ag -7, TRPM1 prom inh 7 and hiPSC survival 1.4.
`Nc1nc(-c2cccs2)c(-c2cccs2)s1` gave PDI inh 7, Cardio protect -2, Peg3 promoter 8, CaV13 ICDI inh -4, NR2E3 ag-1 -1, HIF-2a inh 7, Shn3 3UTR inh 7, NR2E3 ag-2 3, HTR2A ag -3, TRPM1 prom inh 8 and hiPSC survival -0.6.
`CN(C(=O)COC(=O)/C=C/c1ccc(C(F)(F)F)cc1)c1c(N)n(Cc2ccccc2)c(=O)[nH]c1=O` gave PDI inh -7, Cardio protect 2, Peg3 promoter -8, NR2E3 ag-1 -30, HIF-2a inh 4, Shn3 3UTR inh 9, NR2E3 ag-2 2, HTR2A ag 5, TRPM1 prom inh 9 and hiPSC survival -0.1.
Screening Cc1cn([C@H](C(=O)NCCCCCCCCCCC(=O)N2CCNCC2)[C@@H](C)O)nn1 returned PDI inh -9, Cardio protect 0, Peg3 promoter -6, CaV13 ICDI inh -5, NR2E3 ag-1 -10, HIF-2a inh 13, Shn3 3UTR inh -22, NR2E3 ag-2 3, HTR2A ag 2, TRPM1 prom inh 4 and hiPSC survival 2.9.
Screening S=c1[nH]nc(-c2ccco2)n1/N=C/c1cccs1 returned PDI inh 4, Cardio protect 5, Peg3 promoter 7, CaV13 ICDI inh -6, NR2E3 ag-1 -20, HIF-2a inh 9, Shn3 3UTR inh 2, NR2E3 ag-2 0, HTR2A ag 3, TRPM1 prom inh 12 and hiPSC survival -0.5.
`COc1ccccc1NC(=O)Cc1c(F)cccc1Cl` gave PDI inh -15, Cardio protect 10, Peg3 promoter 12, CaV13 ICDI inh -6, NR2E3 ag-1 -16, HIF-2a inh 16, Shn3 3UTR inh -18, NR2E3 ag-2 2, HTR2A ag 0, TRPM1 prom inh 3 and hiPSC survival -0.4.
For O=C(NC1CCCCC1)C(c1ccnc2ccccc12)N1CCOCC1 (centres undefined) the results were Cardio protect 2, Peg3 promoter -16, CaV13 ICDI inh -6, NR2E3 ag-1 -4, HIF-2a inh 1, Shn3 3UTR inh -1, HTR2A ag -3 and hiPSC survival -0.3.
`CCN(c1cccc(C(F)(F)F)c1)S(=O)(=O)c1ccc2c(c1)CCN2C(=O)C1CC1` gave PDI inh 1, Cardio protect -31, Peg3 promoter 37, NR2E3 ag-1 0, HIF-2a inh 15, Shn3 3UTR inh 78, NR2E3 ag-2 2, HTR2A ag 4, TRPM1 prom inh 17 and hiPSC survival -3.6.
COc1cc(C(C)=O)ccc1OC(=O)N1CCOCC1 was read as PDI inh 3, Cardio protect -3, Peg3 promoter -5, CaV13 ICDI inh -6, NR2E3 ag-1 9, HIF-2a inh 14, Shn3 3UTR inh -9, HTR2A ag 10 and hiPSC survival 1.9.
CC(C)(C)c1nnc(NC(=O)CN2C(=O)C3C4C=CC(C4)C3C2=O)s1 (centres undefined) was read as PDI inh 5, Cardio protect 9, Peg3 promoter 2, CaV13 ICDI inh -5, NR2E3 ag-1 -25, HIF-2a inh 17, Shn3 3UTR inh -29, NR2E3 ag-2 0, HTR2A ag 0, TRPM1 prom inh -20 and hiPSC survival 0.4.
`Cc1cccc(OCC(=O)NCC(=O)N/N=C/c2c(C)[nH]c3ccccc23)c1` gave PDI inh -3, Cardio protect 17, Peg3 promoter 10, CaV13 ICDI inh -4, NR2E3 ag-1 -28, HIF-2a inh 8, Shn3 3UTR inh 15, NR2E3 ag-2 3, HTR2A ag -2, TRPM1 prom inh 6 and hiPSC survival -0.8.
CN(C)CCN1C(=O)c2oc3ccc(F)cc3c(=O)c2C1c1ccncc1 (centres undefined) was read as Cardio protect 2, Peg3 promoter -20, CaV13 ICDI inh -7, NR2E3 ag-1 -10, HIF-2a inh 6, Shn3 3UTR inh 1, NR2E3 ag-2 4, HTR2A ag 0 and hiPSC survival 0.2.
Screening Cc1ccc(OCC(O)CN2CCOCC2)cc1 (centres undefined) returned PDI inh -4, Cardio protect 6, Peg3 promoter -6, CaV13 ICDI inh -19, NR2E3 ag-1 -20, HIF-2a inh 1, Shn3 3UTR inh -5, NR2E3 ag-2 2, HTR2A ag 5, TRPM1 prom inh -6 and hiPSC survival -0.6.
CC(C)c1ccc(NC(=S)NCc2ccc3c(c2)OCO3)cc1 was read as PDI inh -5, Cardio protect -8, Peg3 promoter -65, CaV13 ICDI inh -7, NR2E3 ag-1 -42, HIF-2a inh -97, Shn3 3UTR inh -10, NR2E3 ag-2 1, HTR2A ag 0, TRPM1 prom inh -1 and hiPSC survival 0.0.
`COc1ccc(OC)c(C(=O)COC(=O)c2[nH]c(C)c(C(C)=O)c2C)c1` gave PDI inh 2, Cardio protect 2, Peg3 promoter -15, CaV13 ICDI inh -7, NR2E3 ag-1 5, HIF-2a inh -11, Shn3 3UTR inh -3, HTR2A ag 6, TRPM1 prom inh -25 and hiPSC survival 0.1.

Reprinted from the part before: 2 compounds, followed by the next part.
CC(C)c1ccc(NC(=S)NCc2ccc3c(c2)OCO3)cc1 was read as PDI inh -5, Cardio protect -8, Peg3 promoter -65, CaV13 ICDI inh -7, NR2E3 ag-1 -42, HIF-2a inh -97, Shn3 3UTR inh -10, NR2E3 ag-2 1, HTR2A ag 0, TRPM1 prom inh -1 and hiPSC survival 0.0.
`COc1ccc(OC)c(C(=O)COC(=O)c2[nH]c(C)c(C(C)=O)c2C)c1` gave PDI inh 2, Cardio protect 2, Peg3 promoter -15, CaV13 ICDI inh -7, NR2E3 ag-1 5, HIF-2a inh -11, Shn3 3UTR inh -3, HTR2A ag 6, TRPM1 prom inh -25 and hiPSC survival 0.1.
For COc1ccc(-c2noc(N3CCCC(C(=O)Nc4cc(F)ccc4F)C3)n2)cc1 (centres undefined) the results were Cardio protect -6, Peg3 promoter -101, CaV13 ICDI inh -3, NR2E3 ag-1 -60, HIF-2a inh -121, Shn3 3UTR inh -27, NR2E3 ag-2 1, HTR2A ag 2, TRPM1 prom inh -26 and hiPSC survival -4.1.
`CS(=O)(=O)N(Cc1ccccc1)c1ccc(C(=O)NCc2cccnc2)cc1` gave PDI inh 7, Cardio protect -1, Peg3 promoter 19, CaV13 ICDI inh -5, NR2E3 ag-1 3, HIF-2a inh 10, Shn3 3UTR inh -1, NR2E3 ag-2 0, HTR2A ag 5, TRPM1 prom inh -6 and hiPSC survival -2.0.
O=C1CC(C(=O)Nc2ccccc2)C2(CCCCC2)O1 (centres undefined) was read as PDI inh -1, Cardio protect -2, Peg3 promoter 5, CaV13 ICDI inh 0, NR2E3 ag-1 -22, HIF-2a inh 11, Shn3 3UTR inh -8, NR2E3 ag-2 -1, HTR2A ag -1, TRPM1 prom inh 7 and hiPSC survival -0.5.
Screening O=C1/C(=C\c2ccsc2)NC(=S)N1c1ccccc1 returned PDI inh -3, Cardio protect 0, Peg3 promoter -29, CaV13 ICDI inh -15, NR2E3 ag-1 -14, HIF-2a inh -79, Shn3 3UTR inh 12, NR2E3 ag-2 -3, HTR2A ag 9, TRPM1 prom inh 1 and hiPSC survival 0.6.
CSCCC(NC(=O)c1ccccc1Br)C(=O)N1CCCC(C(F)(F)F)C1 (centres undefined) was read as PDI inh -13, Cardio protect 8, Peg3 promoter 3, CaV13 ICDI inh -8, NR2E3 ag-1 2, HIF-2a inh 16, Shn3 3UTR inh 0, NR2E3 ag-2 -1, HTR2A ag -2, TRPM1 prom inh -4 and hiPSC survival -0.3.
COC(=O)C(CC(=O)c1ccc(Cl)cc1)c1ccc(C)cc1 (centres undefined) was read as PDI inh 1, Cardio protect -3, Peg3 promoter -33, CaV13 ICDI inh -2, NR2E3 ag-1 -19, HIF-2a inh -81, Shn3 3UTR inh 5, NR2E3 ag-2 3, HTR2A ag 0, TRPM1 prom inh -12 and hiPSC survival -1.0.
For Cc1cc2c(cc1S(=O)(=O)N1CCN(c3cccc(C)c3C)CC1)OCC(=O)N2 the results were Cardio protect -2, Peg3 promoter 15, CaV13 ICDI inh -7, NR2E3 ag-1 -11, HIF-2a inh 7, Shn3 3UTR inh -1, NR2E3 ag-2 1, HTR2A ag -7 and hiPSC survival 3.3.
Screening COc1ccc(-n2c(C)cc(C(=O)CSc3ccc(NC(C)=O)cc3)c2C)cc1 returned PDI inh 21, Cardio protect -9, Peg3 promoter -127, CaV13 ICDI inh -5, NR2E3 ag-1 -78, HIF-2a inh -166, Shn3 3UTR inh -21, NR2E3 ag-2 -1, HTR2A ag 0, TRPM1 prom inh -20 and hiPSC survival 1.3.
`CCC(=O)Nc1nnc(CSCc2ccccc2)s1` gave PDI inh -6, Cardio protect -4, Peg3 promoter -25, CaV13 ICDI inh -1, NR2E3 ag-1 -10, HIF-2a inh -46, Shn3 3UTR inh -5, NR2E3 ag-2 0, HTR2A ag 7, TRPM1 prom inh -13 and hiPSC survival -3.4.
`Cc1ccc(NC(=O)CSc2nnc3c(n2)[nH]c2ccccc23)cc1` gave PDI inh 2, Cardio protect 0, Peg3 promoter 4, CaV13 ICDI inh -2, NR2E3 ag-1 -1, HIF-2a inh 4, Shn3 3UTR inh -1, NR2E3 ag-2 2, HTR2A ag 1, TRPM1 prom inh 3 and hiPSC survival 0.5.
O=C(NC1CCCC1)C(c1cccnc1)N(Cc1ccc(F)cc1)C(=O)c1csnn1 (centres undefined) was read as PDI inh -4, Cardio protect 5, Peg3 promoter 5, CaV13 ICDI inh -2, NR2E3 ag-1 -20, HIF-2a inh 8, Shn3 3UTR inh 5, NR2E3 ag-2 -3, HTR2A ag 0, TRPM1 prom inh 1 and hiPSC survival -0.5.
`Cc1ccc2c(c1)N(C(=O)CCC(=O)NCCN1CCOCC1)CCO2` gave Cardio protect -1, Peg3 promoter 0, CaV13 ICDI inh -5, NR2E3 ag-1 6, HIF-2a inh 8, Shn3 3UTR inh -4, NR2E3 ag-2 -3, HTR2A ag 3, TRPM1 prom inh 0 and hiPSC survival 1.4.
For COc1cccc(N(CC(=O)NCc2cccnc2)S(C)(=O)=O)c1 the results were PDI inh 5, Cardio protect 8, Peg3 promoter 3, NR2E3 ag-1 -15, HIF-2a inh 17, Shn3 3UTR inh -9, NR2E3 ag-2 1, HTR2A ag -3, TRPM1 prom inh 7 and hiPSC survival -0.4.
`CC(=O)c1ccc(NC(=S)N2CCN(C(=S)Nc3ccc(C(C)=O)cc3)C(C)C2)cc1` (centres undefined) gave PDI inh -3, Cardio protect -4, Peg3 promoter -10, CaV13 ICDI inh 0, NR2E3 ag-1 -1, HIF-2a inh -3, Shn3 3UTR inh 4, NR2E3 ag-2 3, HTR2A ag -3, TRPM1 prom inh 8 and hiPSC survival 0.4.
For O=C(COc1cc(F)ccc1[N+](=O)[O-])NCCN1C(=O)CSC1=O the results were PDI inh -6, Cardio protect 9, Peg3 promoter -2, CaV13 ICDI inh -6, NR2E3 ag-1 -6, HIF-2a inh 19, Shn3 3UTR inh -1, HTR2A ag 1, TRPM1 prom inh 9 and hiPSC survival 3.4.
